# Giardia FBPA inh: blocks Giardia fructose-bisphosphate aldolase activity | A8B2U2 | purified Giardia FBPA | Potency, µM (highest dose often 59.6 µM), for inactives: at the highest dose activity, negative = inhibition, hits mostly inhibitors | 290,000 compounds, 0.71% hits | AID 2451; note: potency is the fitted concentration of half-maximal effect; % is set by controls: 0 for no effect and ±100 for the full control effect; nearly all actives have a fitted effect of over 55% in size
# Target sequence (A8B2U2 whole entry, looked up): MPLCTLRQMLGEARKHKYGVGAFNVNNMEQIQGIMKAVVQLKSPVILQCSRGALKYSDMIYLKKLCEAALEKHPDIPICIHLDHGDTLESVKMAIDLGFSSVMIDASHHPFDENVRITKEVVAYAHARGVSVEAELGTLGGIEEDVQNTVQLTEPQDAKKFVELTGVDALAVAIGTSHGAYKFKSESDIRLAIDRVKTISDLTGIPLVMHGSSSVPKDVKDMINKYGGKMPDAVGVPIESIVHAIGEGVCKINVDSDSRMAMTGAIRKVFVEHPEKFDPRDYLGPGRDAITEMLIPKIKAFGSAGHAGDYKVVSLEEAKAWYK
#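 Giardia FBPA (40 nM reagent) was preincubated 10 min at RT with compound (up to 57.5 uM final), then substrate plus GAPDH/TPI/NAD/arsenate coupling system with diaphorase/resazurin was added; resorufin fluorescence (525/598 nm) was read after 20 min.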
# Sm TGR inh: blocks Schistosoma mansoni thioredoxin glutathione reductase; 360,000 compounds, 3% hits; AID 485364; Q962Y6; Potency, µM (doses to about 114 µM), inactives show top-dose activity change, negative = inhibition, most hits filed as inhibitors; purified TGR, DTNB reduction, TNB absorbance 405 nm; note: potency is the fitted concentration of half-maximal effect; % is set by controls: 0 for no effect and ±100 for the full control effect; nearly all actives have a fitted effect of over 60% in size
#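 Kinetic colorimetric format: TGR-catalysed, NADPH-driven DTNB reduction monitored via TNB absorbance. Enzyme dispensed at 20 nM; compound exposure 15 min at room temperature before reaction start.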
# Shiga inhibitor: blocks Shiga toxin action in Vero cells | Vero cells, Shiga toxin protein synthesis inhibition reporter | AID 2315 | inhibition, % at 38.7 µM | 290,000 compounds, 9.2% hits; in the data active = inhibition mostly above about 28%, no sharp cut-off; inactive = mostly below about 43%; note: 0% is about no effect
# Pf growth 48h: P. falciparum growth inhibition at 48 hours (one generation); P. falciparum luciferase growth in erythrocytes, 48 h; Potency, µM (top dose mostly 28.7 µM), for inactives: at the highest dose activity change, negative = inhibition, hits mostly inhibitors; 310,000 compounds, 5.9% hits; AID 504832; note: potency is the fitted concentration of half-maximal effect; % is set by controls: 0 for no effect and ±100 for the full control effect
#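 Read-out is firefly luciferase luminescence from an integrated reporter in P. falciparum, so falling signal marks reduced parasite growth. Infected erythrocytes were at 2% hematocrit and 0.1% parasitemia (final) in Albumax-supplemented RPMI 1640.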
# Pf growth 96h: P. falciparum growth inhibition at 96 hour, primary screen for plastid delayed-death inhibitors; P. falciparum luciferase reporter growth, 96 h; Potency, µM (highest dose often 28.7 µM), without a hit: at the top dose activity change, negative = inhibition, usual class: inhibitors; 320,000 compounds, 6.9% hits; AID 504834; note: potency is the fitted concentration of half-maximal effect; % is set by controls: 0 for no effect and ±100 for the full control effect
#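 P. falciparum expressing integrated firefly luciferase grown in erythrocytes (2% hematocrit, 0.05% parasitemia final) with compounds for 96 hours at 37 C, 5% CO2. Growth inhibition read as loss of luminescence after adding luciferase detection reagent.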
# Cycloheximide cs: affects cycloheximide protein synthesis inhibition readout, counter-screen; AID 2314; max response, %; 300,000 compounds, 12% hits; cell reporter, cycloheximide protein synthesis inhibition counterscreen; in the data active = max response mostly above about 13%, no sharp cut-off; inactive = mostly below about 14%; note: read at 38.3 µM for the half of the compounds with a filed dose; 0% is about no effect
# * = called active by the depositor; ? = inconclusive; . = not tested or not shown; [ ] = dose if it differs, or a comment. Unless noted, calls come from the whole dose curve; as a rule, active = well fitted curve in the direction sought with a large enough effect; inconclusive = small, poorly fitted or top-dose-only effect, or another doubt; inactive = no such curve, though single readings can be large; an effect the other way counts as inactive or inconclusive.
no.	compound	Giardia FBPA inh	Sm TGR inh	Shiga inhibitor	Pf growth 48h	Pf growth 96h	Cycloheximide cs
1	CCN(CC)CCNC(=O)CCc1n[nH]c(=O)c2ccccc12	2%	7%	7	?	?	-1
2	COc1ccc(NS(=O)(=O)c2ccc(C)c(C(=O)N3CC(C)OC(C)C3)c2)cc1 (configuration not stated)	.	-8%	.	-12%	-11%	.
3	COCc1cc(C)nc(SCC(=O)NCC2CCCO2)c1C#N (configuration not stated)	11%	0%	-8	-2%	0%	-1
4	O=C1N=C(N2CCOCC2)S/C1=C\c1ccncc1	-2%	-8%	-3	?	?	18
5	Cc1cc(C(=O)c2ccccc2)nc2ccccc12	-4%	-12%	-16	19%	.	1
6	Cc1nnc(SCC(=O)Nc2ccc(C(N)=O)cc2)n1-c1ccccc1	4%	4%	9	7%	37%[activator]	-8
7	Cc1cc(C)cc(N(CC(=O)NCC2CCCO2)C(=O)CN2C(=O)COc3ccccc32)c1 (configuration not stated)	7%	0%	-7	?	?	-7
8	CCn1cc(Br)c(C(=O)Nc2ccc(Cl)c(Cl)c2)n1	-10%	7%	35*	56%[activator]	57%[activator]	21*
9	Cc1ccccc1NC(=O)/C=C/c1ccc([N+](=O)[O-])s1	0%	?	1	7.4µM*	12µM*	13
10	COc1ccccc1Cc1nc(-c2ccc(Br)o2)no1	-18%	-29%	78	.	-4%	34*
11	O/N=C/C1=C(Cl)c2ccccc2CC1	-2%	.	-4	12%	0%	0
12	O=C(CSc1ncnc2c1cnn2-c1ccc(F)cc1)NCC1CCCO1 (configuration not stated)	.	1%	-8	30%[activator]	-23%	-1
13	Cc1ccc2c(c1)N(CCCC(=O)NCc1cccnc1)C(=O)CO2	6%	-1%	-12	20%	?	-3
14	COc1ccc(C(=O)O)cc1NCc1ccc(C)s1	-8%	3%	18	14%	-17%	-4
15	O=C(CN1C(=O)S/C(=C\c2ccc(F)cc2)C1=O)Nc1cccc(S(=O)(=O)NCc2ccco2)c1	-2%	-27%	138*	?	?	67*
16	CC(=O)Nc1nnc(-c2ccc3c(c2)CCCC3)o1	-9%	1%	65*	.	?	46*
17	COc1ccc(/C=C/C(=O)c2ccc(OC)cc2OC)cc1	-11%	-13%	48*	3µM*	1.7µM*	37*
18	O=C(COc1cccc(-n2cnnn2)c1)N1CCOCC1	7%	6%	-12	6%	38%[activator]	1
19	Cc1cccc(N(C)S(=O)(=O)c2ccc3c(c2)C(C)(C)C(=O)N3C)c1	-4%	1%	-1	?	8%	-3
20	COCCNC(=O)CCc1nnc(C2(c3ccc(Cl)cc3)CCC2)o1	-1%	11%	13	12%	?	7
21	Cc1noc(C)c1CSc1ccccc1C(=O)N(C)CC(=O)Nc1cccc(F)c1	.	-30%	.	-9%	-25%	.
22	O=C(NC1CCCN(Cc2ccc(Cl)cc2)C1)c1c(F)cccc1F (configuration not stated)	-12%	-12%	-17	43%[activator]	?	-3
23	CCCNC(=S)N1CCC(Cc2ccccc2)CC1	.	-30%	-12	1%	?	9
24	O=C(Nc1ccc2c(c1)CCC2)C1CCCO1 (configuration not stated)	-3%	-8%	53*	90%[activator]	.	39*
25	CCOC(=O)C(O)(c1ccc(N(C)C(=O)c2ccc(Cl)c(Cl)c2)cc1)C(F)(F)F (configuration not stated)	-2%	-2%	-4	?	10µM*	-4
26	Cc1ccc(NC(=S)NCC2CCN(C(C)c3ccccc3)C2)cc1 (configuration not stated)	?	?	-15	-59%	33%[activator]	-2
27	Cn1c(SCC(=O)NCCN2C(=O)CSC2=O)nc2ccccc2c1=O	4%	-6%	-2	6%	9%	1
28	Cc1ccc(C)c(C2C(=O)c3ccccc3C2=O)c1	15%	-6%	-5	-4%	?	1
29	COc1cccc(OCCOc2ccccc2OC(C)C)c1	-2%	-5%	-19	.	-42%	-2
30	Cc1cc(N2CCC(C(=O)NCC3CC3)CC2)nc(-c2ccccc2)n1	8%	4%	-13	?	64%[activator]	-6

# Brought forward from above: 4 compounds, then new ones.
no.	compound	Giardia FBPA inh	Sm TGR inh	Shiga inhibitor	Pf growth 48h	Pf growth 96h	Cycloheximide cs
27	Cn1c(SCC(=O)NCCN2C(=O)CSC2=O)nc2ccccc2c1=O	4%	-6%	-2	6%	9%	1
28	Cc1ccc(C)c(C2C(=O)c3ccccc3C2=O)c1	15%	-6%	-5	-4%	?	1
29	COc1cccc(OCCOc2ccccc2OC(C)C)c1	-2%	-5%	-19	.	-42%	-2
30	Cc1cc(N2CCC(C(=O)NCC3CC3)CC2)nc(-c2ccccc2)n1	8%	4%	-13	?	64%[activator]	-6
31	COc1ccc(NC(=O)C2CCCN2C(=O)Nc2ccccc2)cc1OC (configuration not stated)	8%	-15%	-6	-20%	?	-1
32	Cc1nc(C(=O)NNC(=O)Nc2ccc(Cl)cc2)cs1	3%	11%	19	4%	10%	-3
33	COC(=O)NC1CCC(CC2CCC(NC(=O)OC)CC2)CC1 (configuration not stated)	5%	13%	16	-19%	?	-4
34	Cc1ccc(C2CC2c2n[nH]c(=S)n2-c2ccc(Cl)cc2)cc1 (configuration not stated)	12%	-21%	-8	.	?	-8
35	COc1ccccc1CNC(=O)c1ccc(-c2ccccc2)cc1	6%	-14%	-12	-1%	?	12
36	COc1nccnc1NS(=O)(=O)c1ccc(NS(=O)(=O)c2ccc(NC(C)=O)cc2)cc1	8%	-6%	-12	.	?	5
37	COc1ccc(C(=O)N/N=C/c2ccc(OC)c(COc3ccc(F)cc3)c2)cc1	0%	-20%	13	?	?	19
38	NS(=O)(=O)c1cccc2c1c([N+](=O)[O-])cc1nc(O)c(O)nc12	?	-15%	.	2%	-1%	.
39	CCN(C(=O)COC(=O)c1ccc(Cl)c(N)c1)C1CCS(=O)(=O)C1 (configuration not stated)	8%	-1%	3	34%[activator]	-2%	-8
40	CCCSC1=C(C#N)C(c2ccccc2C)CC(=O)N1 (configuration not stated)	-11%	-18%	-3	?	16%	-7
41	Cc1cc(=O)oc2ccc(OCC(=O)NCc3ccco3)cc12	2%	0%	-15	.	59%[activator]	9
42	Cc1nn(-c2ccc(Cl)nn2)c(=O)c2ccccc12	0%	0%	49	108%[activator]	78%[activator]	27*
43	Cc1ccc(CC2C(=O)N(c3ccccc3)C(=O)C2C)cc1 (configuration not stated)	14%	6%	-2	21%	-23%	-1
44	CC(C)[C@H](NC(=O)OC(C)(C)C)C(=O)NCC1CCC(C(=O)N[C@@H](Cc2ccccc2)C(=O)O)CC1 (some centres not stated)	0%	-15%	3	.	-21%	12
45	O=C(CSc1nc(C(F)(F)F)cc(=O)[nH]1)NCC1CCCO1 (configuration not stated)	.	1%	.	?	11%	.
46	CCC(C(=O)NC1CCCCC1)n1nc(C)c2c(C)n(-c3ccccc3)nc2c1=O (configuration not stated)	.	2%	-1	?	?	-3
47	COc1ccc(NC(=S)NN2CCN(C)CC2)cc1	-6%	1%	-6	21%	?	-5
48	COc1ccc(CN(CC2CCC(C(=O)O)CC2)C(=S)Nc2ccc(C)c(Cl)c2)cc1 (configuration not stated)	5%	2%	-9	?	-10%	7
49	CN(C)/C=N/c1c(C#N)nnn1Cc1ccccc1	10%	8%	10	?	39%	-2
50	O=C(Nc1ccc2oc(-c3ccccc3)nc2c1)c1ccco1	1%	-11%	78*	68%[activator]	?	94*
51	Cc1nn(C2CCS(=O)(=O)C2)c(Cl)c1/C=C/C(=O)OCC(=O)c1cc(C)n(-c2ccc(F)cc2)c1C (configuration not stated)	-2%	-10%	8	15µM*	?	3
52	CCCCN1CCN=C1Nc1ccccc1	4%	4%	7	17%	5%	1
53	O=C(OCC#CCSc1nc2ccccc2s1)c1ccco1	-21%	0%	69	25%	58%[activator]	37*
54	O=C(OCc1ccccc1Cl)C1CC(=O)N(Cc2ccco2)C1 (configuration not stated)	.	?	.	-12%	31%[activator]	.
55	COc1ccc(Cl)cc1C(=O)NNC(=O)c1nc2nc(C)cc(C)n2n1	18µM*	-11%	10	32%[activator]	62%[activator]	-2
56	CCN1CCN(C(=O)c2nn(-c3ccc(C)cc3)c(=O)c3c2c2ccccc2n3C)CC1	0%	0%	-5	-4%	15%	2
57	O=C(COC(=O)c1ccc(S(=O)(=O)N2CCOCC2)cc1)NC1CCCC1	6%	-1%	20	0%	?	-2
58	CN1CCN(CC(=O)Nc2ccccc2[N+](=O)[O-])CC1	1%	-9%	15	7%	1%	-3
59	CC1CC(C)CN(c2ncc3c(n2)CC(c2ccc(Cl)cc2)CC3=O)C1 (configuration not stated)	7%	-20%	3	18%	.	-1
60	C/C=C/C=C\C(=O)Nc1cccc(C2=NOC3(C2)C[C@@H](C(N)=O)N(C(=O)c2cc([N+](=O)[O-])cc([N+](=O)[O-])c2C)C3)c1 (some centres not stated)	-20%	2.8µM*	3	?	?	-1

# Among those listed so far, these have a cyano group:
no.	compound	Giardia FBPA inh	Sm TGR inh	Shiga inhibitor	Pf growth 48h	Pf growth 96h	Cycloheximide cs
3	COCc1cc(C)nc(SCC(=O)NCC2CCCO2)c1C#N (configuration not stated)	11%	0%	-8	-2%	0%	-1
40	CCCSC1=C(C#N)C(c2ccccc2C)CC(=O)N1 (configuration not stated)	-11%	-18%	-3	?	16%	-7
49	CN(C)/C=N/c1c(C#N)nnn1Cc1ccccc1	10%	8%	10	?	39%	-2

# (continued)
no.	compound	Giardia FBPA inh	Sm TGR inh	Shiga inhibitor	Pf growth 48h	Pf growth 96h	Cycloheximide cs
61	Clc1ccc(-c2cc(CN3CCOCC3)no2)cc1	5%	3%	118*	205%[activator]	181%[activator]	54*
62	NC(=O)CSc1nnc(Cc2cccs2)n1C1CCCCC1	5%	0%	-31	.	?	-3
63	CCN(CC(=O)Nc1c(F)cccc1F)C(=O)c1nn(C)c(=O)c2ccccc12	.	2%	.	-24%	-27%	.
64	CCC(=O)Nc1ccc(NC(=O)c2ccccn2)cn1	-11%	3%	47*	115%[activator]	0%	35*
65	CCCc1[nH]nc2c1C(C1CC=CCC1)C(C#N)=C(N)O2 (configuration not stated)	2%	-2%	-11	?	?	-5
66	CCCCC(=O)N(Cc1ccc(F)cc1)C1CCS(=O)(=O)C1 (configuration not stated)	5%	-7%	7	10%	4%	-2
67	CCc1ccc(N(C(=O)Cn2nnc(-c3ccccc3)n2)C(C(=O)NC2CCCCC2)c2ccccn2)cc1 (configuration not stated)	-1%	7%	45	12%	419%[activator]	7

# Profiles, quoted from the list. Order of values: Giardia FBPA inh | Sm TGR inh | Shiga inhibitor | Pf growth 48h | Pf growth 96h | Cycloheximide cs
# `CCN(CC(=O)Nc1c(F)cccc1F)C(=O)c1nn(C)c(=O)c2ccccc12` is listed as . | 2% | . | -24% | -27% | .
# `Clc1ccc(-c2cc(CN3CCOCC3)no2)cc1` is listed as 5% | 3% | 118* | 205%[activator] | 181%[activator] | 54*
# `CCCc1[nH]nc2c1C(C1CC=CCC1)C(C#N)=C(N)O2` (configuration not stated) is listed as 2% | -2% | -11 | ? | ? | -5
# `CCC(=O)Nc1ccc(NC(=O)c2ccccn2)cn1` is listed as -11% | 3% | 47* | 115%[activator] | 0% | 35*
# `CCc1ccc(N(C(=O)Cn2nnc(-c3ccccc3)n2)C(C(=O)NC2CCCCC2)c2ccccn2)cc1` (configuration not stated) is listed as -1% | 7% | 45 | 12% | 419%[activator] | 7

# From PubChem BioAssay
